Screens: PubChem BioAssay, several laboratories
Neddylation inh = inhibitors of human cullin neddylation | AID 651699 | TR-FRET cullin neddylation, biochemical | P61081+Q13564 | calls only at 25 µM | hit rate 0.58% among 360,000; in the data active = inhibition above about 36%
Tb MetRS inh = Trypanosoma brucei MetRS inhibition; purified T. brucei MetRS, ATP depletion, Kinase-Glo luminescence; inhibition, % at 11.9 µM; hit rate 0.4% among 360,000; AID 624268;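 active = inhibition above a per-plate cutoff of the control wells' mean inhibition plus 3 SD, cut at about 5.5% in these data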;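 also: 0% = DMSO wells median and 100% = median of wells with control inhibitor compound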
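Material: parasite MetRS enzyme / Replication: singlicate, one well per compound / Signal: luminescence of leftover ATP / Schedule: 2 h aminoacylation at 25 °C after 15 min preincubation / Medium: HEPES-MgCl2-KCl buffer plus DTT, spermine, BSA, pyrophosphatase / Doses: 11.9 µM single point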
bovine MsrA act = bovine methionine sulfoxide reductase A activation. activation, % at 10.6 µM. purified bovine MsrA, absorbance read-out. hit rate 0.3% among 360,000; in the data active = activation above about 7.5%;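 also: 0% = vehicle and 100% = reference activator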
FAS-TE inh = inhibitors of human fatty acid synthase thioesterase domain; P49327; recombinant FAS-TE, OMFH fluorogenic substrate, fluorescence endpoint; inhibition, % at 15 µM; hit rate 0.67% among 360,000;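 active = compounds whose normalised, plate-corrected inhibition of enzyme fluorescence in the single-dose primary screen is 50% or more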;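 also: 0% = DMSO with enzyme and 100% = substrate without enzyme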
MsrA inh = bovine MsrA inhibition; purified bovine MsrA, absorbance read-out; hit rate 0.75% among 360,000; inhibition, % at 15.5 µM; in the data active = inhibition above about 4.5%;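 also: 0% = vehicle wells with enzyme and 100% = reference inhibitor wells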
MLLE-PAM2 inh = blocks PAM2 peptide binding to the PABP1 MLLE domain | P11940 | GST-MLLE / FITC-PAM2 fluorescence polarization | inhibition, % at 20 µM | hit rate 0.36% among 360,000; in the data active = inhibition above about 35%, passing the limit was not always enough;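 also: plate controls were DMSO wells with GST-MLLE for no effect and wells lacking GST-MLLE protein for full effect; some results filed as inactive read as strong as hits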
Target sequence (P11940 whole entry, looked up, the tested form may be a part): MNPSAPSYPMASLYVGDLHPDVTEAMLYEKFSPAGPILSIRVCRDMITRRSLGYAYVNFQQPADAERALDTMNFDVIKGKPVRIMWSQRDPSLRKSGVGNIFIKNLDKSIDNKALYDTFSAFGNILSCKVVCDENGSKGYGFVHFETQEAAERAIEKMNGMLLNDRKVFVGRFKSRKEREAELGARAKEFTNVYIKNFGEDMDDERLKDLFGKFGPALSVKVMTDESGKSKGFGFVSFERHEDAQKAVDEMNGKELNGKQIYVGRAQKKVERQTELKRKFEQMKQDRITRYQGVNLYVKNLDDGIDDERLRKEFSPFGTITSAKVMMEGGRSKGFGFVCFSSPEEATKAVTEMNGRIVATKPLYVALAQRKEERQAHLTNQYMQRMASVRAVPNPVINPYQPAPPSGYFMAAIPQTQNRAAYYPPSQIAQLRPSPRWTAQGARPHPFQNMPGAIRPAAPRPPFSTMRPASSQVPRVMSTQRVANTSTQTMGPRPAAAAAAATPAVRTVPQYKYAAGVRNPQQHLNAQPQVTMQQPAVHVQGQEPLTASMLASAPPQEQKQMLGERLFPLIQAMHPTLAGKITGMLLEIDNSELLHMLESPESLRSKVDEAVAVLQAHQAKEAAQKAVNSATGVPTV
Rin1-Abl PPI inh = human Rin1-Abl interaction inhibition. P00519+Q13671. TR-FRET Rin1/Abl binding, biochemical. inhibition, % at 7.35 µM. hit rate 0.4% among 360,000. AID 588664; in the data active = inhibition above about 5%, passing the limit was not always enough
eLon inh = inhibitors of E. coli Lon protease; P0A9M0; purified E. coli Lon protease, fluorescence polarization; inhibition, % at 7.94 µM; hit rate 0.42% among 360,000; AID 602123; in the data active = inhibition above about 13%, passing the limit was not always enough;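 also: 0% = enzyme with probe and DMSO and 100% = no enzyme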
CSN inh = blocks human CSN-mediated cullin deneddylation. inhibition, % at 12.5 µM. Purified CSN, SCF-Nedd8-OG deneddylation, fluorescence polarization. AID 651999. Q92905. hit rate 0.38% among 360,000;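 active = pattern-corrected inhibition above about 35%, with an unprinted fluorescence ratio check between 0.5 and 1.5, limit read from the data, passing the limit was not always enough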;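 also: 0% = enzyme with substrate and 100% = substrate without enzyme; some results filed as inactive read as strong as hits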
Target sequence (Q92905 whole entry, looked up, one chain of several): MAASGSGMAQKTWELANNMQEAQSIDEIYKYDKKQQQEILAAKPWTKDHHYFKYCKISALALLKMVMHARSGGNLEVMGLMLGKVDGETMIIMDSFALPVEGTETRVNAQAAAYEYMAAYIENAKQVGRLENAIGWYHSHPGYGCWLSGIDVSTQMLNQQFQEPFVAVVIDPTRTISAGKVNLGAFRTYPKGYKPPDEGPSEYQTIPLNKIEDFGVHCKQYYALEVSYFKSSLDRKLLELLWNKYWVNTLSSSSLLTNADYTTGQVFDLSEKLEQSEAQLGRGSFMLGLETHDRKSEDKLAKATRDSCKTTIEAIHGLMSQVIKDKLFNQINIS
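Material: purified human Csn5 enzyme expressed in HEK293T cells / Medium: Tris buffer pH 7.5, NaCl, DTT, Tween-20, trehalose, ovalbumin / Compound dosing: 12.5 µM single point / Schedule: 90 min incubation of compound, enzyme and substrate at room temperature / Signal: fluorescence polarization of the substrate / Control set: no-enzyme wells high, enzyme-with-substrate wells low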
* = called active by the depositor. Hits appear at their usual frequency; overall some 4% were active at least once.

How did CC(C(=O)NC1CCCCC1)N(Cc1ccc(F)cc1)C(=O)c1snc(C(N)=O)c1N (stereo not drawn) do in these assays?
Neddylation inh: inactive; Tb MetRS inh: 0.4; bovine MsrA act: -4.0; FAS-TE inh: 0.0; MsrA inh: 0.9; MLLE-PAM2 inh: 6.4; Rin1-Abl PPI inh: 2.3; eLon inh: -4.9; CSN inh: 0.9

What do the screens show for `Clc1cccc(CN2CCc3c([nH]c4ccccc34)C2)c1Cl`?
Neddylation inh: inactive; Tb MetRS inh: 0.4; bovine MsrA act: -5.4; FAS-TE inh: 23.1; MsrA inh: 0.2; MLLE-PAM2 inh: 2.0; Rin1-Abl PPI inh: 2.0; eLon inh: 11.0; CSN inh: 3.6

How did FC(F)Oc1ccc(-c2csc(=Nc3cccnc3)n2CC2CCCO2)cc1 (stereo not drawn) do in these assays?
Neddylation inh: inactive; Tb MetRS inh: -0.1; bovine MsrA act: -3.2; FAS-TE inh: -3.3; MsrA inh: 1.2; MLLE-PAM2 inh: -4.1; Rin1-Abl PPI inh: 2.1; eLon inh: -9.0; CSN inh: -3.6

How did CC(C)NC(=O)CSc1ccccc1C(=O)NCc1ccc2c(c1)OCO2 do in these assays?
Neddylation inh: inactive; Tb MetRS inh: -0.7; bovine MsrA act: -9.2; FAS-TE inh: -2.1; MsrA inh: -1.3; MLLE-PAM2 inh: -2.4; Rin1-Abl PPI inh: -1.4; eLon inh: -2.3; CSN inh: 3.9

What do the screens show for `CCC(=O)N1CCN(c2nc3ccc(Br)cc3s2)CC1`?
Neddylation inh: inactive; Tb MetRS inh: -0.3; bovine MsrA act: -1.1; FAS-TE inh: -5.3; MsrA inh: -0.1; MLLE-PAM2 inh: 1.9; Rin1-Abl PPI inh: -0.3; eLon inh: 0.8; CSN inh: 4.4

Results for O=C1Nc2ccccc2Cc2ccccc21 ?
Neddylation inh: inactive; Tb MetRS inh: -0.2; bovine MsrA act: -2.9; FAS-TE inh: -4.2; MsrA inh: -1.0; MLLE-PAM2 inh: -0.2; Rin1-Abl PPI inh: -3.6; eLon inh: 2.4; CSN inh: -2.3

How did CCCCSCCCNC(=O)Nc1ccc(CC)cc1 do in these assays?
Neddylation inh: inactive; Tb MetRS inh: -0.7; bovine MsrA act: 0.2; FAS-TE inh: 13.8; MsrA inh: 0.3; MLLE-PAM2 inh: 2.1; Rin1-Abl PPI inh: -3.2; eLon inh: 5.8; CSN inh: 5.2

What do the screens show for `COC(=O)C1CN(C(=O)C(C)Oc2ccc(C)c(C)c2)c2ccccc2O1` (stereo not drawn)?
Neddylation inh: inactive; Tb MetRS inh: 0.4; bovine MsrA act: -0.5; FAS-TE inh: 1.3; MsrA inh: -0.2; MLLE-PAM2 inh: 0.7; Rin1-Abl PPI inh: 1.3; eLon inh: 7.0; CSN inh: -2.5

Results for COc1ccc(-c2nn(-c3ccccc3)cc2C(=O)N/N=C/c2ccc([N+](=O)[O-])o2)cc1 ?
Neddylation inh: inactive; Tb MetRS inh: -0.5; bovine MsrA act: -3.3; FAS-TE inh: -4.9; MsrA inh: 0.1; MLLE-PAM2 inh: -9.6; Rin1-Abl PPI inh: 4.0; eLon inh: -7.1; CSN inh: -8.0

How did CC(=O)Nc1ccc(-c2csc(NC(=O)C3CSC4(C)CCC(=O)N34)n2)cc1 (stereo not drawn) do in these assays?
Neddylation inh: inactive; Tb MetRS inh: 0.0; bovine MsrA act: -1.9; FAS-TE inh: -5.0; MsrA inh: 0.5; MLLE-PAM2 inh: 11.0; Rin1-Abl PPI inh: -0.7; eLon inh: -7.6; CSN inh: 4.5

Results for COc1ccc(N2CCN(C(c3cccs3)C(C)NS(C)(=O)=O)CC2)cc1 (stereo not drawn) ?
Neddylation inh: inactive; Tb MetRS inh: 0.0; bovine MsrA act: -2.5; FAS-TE inh: -4.5; MsrA inh: 2.1; MLLE-PAM2 inh: 0.6; Rin1-Abl PPI inh: 1.5; eLon inh: -5.8; CSN inh: -1.9

Results for Cc1cccc(N2CCN(S(=O)(=O)c3cccc4nonc34)CC2)c1C ?
Neddylation inh: inactive; Tb MetRS inh: 0.5; bovine MsrA act: 2.3; FAS-TE inh: 37.2; MsrA inh: 0.1; MLLE-PAM2 inh: -4.3; Rin1-Abl PPI inh: 0.1; eLon inh: -9.7; CSN inh: -1.2

Results for CCCCCN(C(=O)CCC(=O)OC(C)C(=O)NCc1ccccc1)c1c(N)n(CCCC)c(=O)[nH]c1=O (stereo not drawn) ?
Neddylation inh: inactive; Tb MetRS inh: -0.3; bovine MsrA act: -1.5; FAS-TE inh: -3.3; MsrA inh: -0.4; MLLE-PAM2 inh: -3.4; Rin1-Abl PPI inh: -1.3; eLon inh: -9.9; CSN inh: -5.9

Results for c1ccc(CCc2nc(-c3ccc(-n4cccc4)cc3)no2)cc1 ?
Neddylation inh: inactive; Tb MetRS inh: 0.0; bovine MsrA act: -0.6; FAS-TE inh: 24.3; MsrA inh: -1.2; MLLE-PAM2 inh: 11.1; Rin1-Abl PPI inh: 0.0; eLon inh: -2.5; CSN inh: 1.9

Results for Cc1c(NC(=O)C(C)Sc2nc3ccccc3c(=O)n2CCO)c(=O)n(-c2ccccc2)n1C (stereo not drawn) ?
Neddylation inh: inactive; Tb MetRS inh: -0.3; bovine MsrA act: 1.2; FAS-TE inh: -4.3; MsrA inh: 0.7; MLLE-PAM2 inh: 33.4; Rin1-Abl PPI inh: -4.0; eLon inh: -3.0; CSN inh: -2.6

What do the screens show for `Cc1cccc(C)c1NC(=O)CSc1nnnn1C`?
Neddylation inh: inactive; Tb MetRS inh: 0.4; bovine MsrA act: -9.6; FAS-TE inh: -8.4; MsrA inh: -0.9; MLLE-PAM2 inh: 15.6; Rin1-Abl PPI inh: -0.2; eLon inh: -2.5; CSN inh: 3.0

What do the screens show for `O=C(Nc1cc(-c2nc3ncccc3o2)ccc1Cl)c1ccco1`?
Neddylation inh: inactive; Tb MetRS inh: -0.3; bovine MsrA act: -6.5; FAS-TE inh: 2.5; MsrA inh: 0.9; MLLE-PAM2 inh: -3.3; Rin1-Abl PPI inh: 3.3; eLon inh: 3.7; CSN inh: 1.1

What do the screens show for `COC(=O)c1ccc(CSc2nnnn2Cc2ccccc2)cc1`?
Neddylation inh: inactive; Tb MetRS inh: -0.5; bovine MsrA act: -7.6; FAS-TE inh: 12.5; MsrA inh: -0.9; MLLE-PAM2 inh: -11.5; Rin1-Abl PPI inh: -3.8; eLon inh: -13.0; CSN inh: -0.1

How did Cc1c(C)c2ccc(OCC(=O)N[C@@H](Cc3ccccc3)C(=O)O)cc2oc1=O do in these assays?
Tb MetRS inh: -1.3; bovine MsrA act: -4.7; FAS-TE inh: 2.8; MsrA inh: 2.8; MLLE-PAM2 inh: -13.4; Rin1-Abl PPI inh: -0.5; eLon inh: 1.8; CSN inh: 4.6

Results for CCS(=O)(=O)CCn1c([N+](=O)[O-])cnc1C ?
Neddylation inh: inactive; Tb MetRS inh: -0.9; bovine MsrA act: -7.6; FAS-TE inh: -6.8; MsrA inh: 1.7; MLLE-PAM2 inh: 3.3; Rin1-Abl PPI inh: -0.5; eLon inh: -6.8; CSN inh: -1.0

How did CC(C)(C)S(=O)(=O)c1ccc2nc3c(n2c1)CCCC3 do in these assays?
Tb MetRS inh: -0.8; bovine MsrA act: -8.9; FAS-TE inh: -6.3; MsrA inh: 0.4; MLLE-PAM2 inh: 11.1; Rin1-Abl PPI inh: 0.8; eLon inh: -6.8; CSN inh: 4.8

Results for CCC(C)[C@H](NC(=O)NCc1ccc(S(N)(=O)=O)cc1)C(=O)OC (stereo partly drawn) ?
Neddylation inh: inactive; Tb MetRS inh: -0.1; bovine MsrA act: -4.9; FAS-TE inh: -5.7; MsrA inh: 0.0; MLLE-PAM2 inh: -4.0; Rin1-Abl PPI inh: 2.1; eLon inh: -1.4; CSN inh: 1.9

What do the screens show for `COC(=O)[C@@]1(Cc2ccc(F)cc2)[C@H]2c3cc(C(=O)N(C)C)n(Cc4ccc(S(C)(=O)=O)cc4)c3C[C@H]2CN1C(=O)c1ccccc1`?
Neddylation inh: inactive; Tb MetRS inh: -0.9; bovine MsrA act: -2.1; FAS-TE inh: 1.5; MsrA inh: -0.2; eLon inh: -11.2; CSN inh: 0.8

How did Cc1c(CN2CCCCC2)c(O)n(CCCO)c(=O)c1C#N do in these assays?
Neddylation inh: inactive; Tb MetRS inh: -0.1; bovine MsrA act: -4.1; FAS-TE inh: -7.6; MsrA inh: 1.6; MLLE-PAM2 inh: 21.4; Rin1-Abl PPI inh: -1.4; eLon inh: -2.0; CSN inh: -8.9

What do the screens show for `CCC(C)Sc1ccc([C@H]2N[C@@](C)(C(=O)OC)[C@H]3C(=O)N(C)C(=O)[C@@H]23)cc1` (stereo partly drawn)?
Neddylation inh: inactive; Tb MetRS inh: -0.3; bovine MsrA act: -3.8; FAS-TE inh: -7.5; MsrA inh: 0.4; MLLE-PAM2 inh: 7.8; Rin1-Abl PPI inh: 1.4; eLon inh: -15.7; CSN inh: 109.4

What do the screens show for `OCC1(Cc2ccc(F)cc2F)CCCN(Cc2ccc(Cl)cc2)C1` (stereo not drawn)?
Neddylation inh: inactive; Tb MetRS inh: 0.0; bovine MsrA act: -0.9; FAS-TE inh: 14.7; MsrA inh: -1.1; MLLE-PAM2 inh: 8.9; Rin1-Abl PPI inh: -0.2; eLon inh: -7.0; CSN inh: 5.9

How did CCCCOC(=O)C1Cc2ccccc2C(=O)O1 (stereo not drawn) do in these assays?
Neddylation inh: inactive; Tb MetRS inh: -0.1; bovine MsrA act: -2.6; FAS-TE inh: -2.7; MsrA inh: -0.1; MLLE-PAM2 inh: 12.4; Rin1-Abl PPI inh: -9.8; eLon inh: 5.2; CSN inh: 2.7

Results for CCOc1cc2c3c(c1)C1(C(=O)N3C(C)(C)C=C2C)C(C#N)=C(N)Oc2cc(O)ccc21 (stereo not drawn) ?
Neddylation inh: inactive; Tb MetRS inh: -1.4; bovine MsrA act: -12.6; FAS-TE inh: 16.1; MsrA inh: 0.3; MLLE-PAM2 inh: -3.7; Rin1-Abl PPI inh: 4.1; eLon inh: 6.3; CSN inh: -5.8

How did O=C(N/N=C/c1cnc(N2CCCCC2)s1)c1ccc(C(F)(F)F)cc1 do in these assays?
Neddylation inh: inactive; Tb MetRS inh: -0.6; bovine MsrA act: -3.5; FAS-TE inh: -0.9; MsrA inh: 1.2; MLLE-PAM2 inh: 6.2; Rin1-Abl PPI inh: 1.4; eLon inh: 3.7; CSN inh: 1.3

What do the screens show for `COc1ccc(CCNc2c([N+](=O)[O-])ncn2C)cc1OC`?
Neddylation inh: inactive; Tb MetRS inh: 2.5; bovine MsrA act: -1.0; FAS-TE inh: -5.0; MsrA inh: 1.1; MLLE-PAM2 inh: -3.8; Rin1-Abl PPI inh: 0.5; eLon inh: -1.3; CSN inh: 1.5

In the list so far, 2 have a furan ring, fused or not:
Results for COc1ccc(-c2nn(-c3ccccc3)cc2C(=O)N/N=C/c2ccc([N+](=O)[O-])o2)cc1 ?
Neddylation inh: inactive; Tb MetRS inh: -0.5; bovine MsrA act: -3.3; FAS-TE inh: -4.9; MsrA inh: 0.1; MLLE-PAM2 inh: -9.6; Rin1-Abl PPI inh: 4.0; eLon inh: -7.1; CSN inh: -8.0

What do the screens show for `O=C(Nc1cc(-c2nc3ncccc3o2)ccc1Cl)c1ccco1`?
Neddylation inh: inactive; Tb MetRS inh: -0.3; bovine MsrA act: -6.5; FAS-TE inh: 2.5; MsrA inh: 0.9; MLLE-PAM2 inh: -3.3; Rin1-Abl PPI inh: 3.3; eLon inh: 3.7; CSN inh: 1.1
